Screening data: PubChem, several laboratories
PGE2 EP2 inh: human EP2 receptor antagonists, primary screen, TR-FRET cAMP, C6 glioma cells | Prostaglandin E2 receptor EP2 subtype (Homo sapiens), P43116 | C6 glioma cells expressing human EP2; cells stimulated with saturating PGE2 | inhibition, % at 25 µM | 260,000 compounds, 0.52% hits;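 active = percent inhibition above 40 after rounding to a whole number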;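 note: rat C6 glioma host cells with rolipram phosphodiesterase inhibitor present; the protocol text gives 20 µM as final concentration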
Target sequence (P43116 whole entry, looked up): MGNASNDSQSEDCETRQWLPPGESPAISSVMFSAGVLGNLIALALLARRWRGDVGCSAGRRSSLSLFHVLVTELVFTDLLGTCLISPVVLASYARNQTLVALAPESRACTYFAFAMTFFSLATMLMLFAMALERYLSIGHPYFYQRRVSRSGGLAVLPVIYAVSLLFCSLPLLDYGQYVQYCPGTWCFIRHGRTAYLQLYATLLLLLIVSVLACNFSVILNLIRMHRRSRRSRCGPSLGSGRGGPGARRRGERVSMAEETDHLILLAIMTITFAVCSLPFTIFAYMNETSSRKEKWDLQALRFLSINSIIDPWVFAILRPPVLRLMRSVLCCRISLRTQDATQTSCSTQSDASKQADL
TNF death inh: inhibitors of TNF-alpha triggered necroptosis, primary screen, cell-based, Jurkat FADD-/-, single concentration; AID 463075, 2010; activation (protection from cell death), % at 10 µM; 220,000 compounds, 0.068% hits; Jurkat FADD-/- TNF necroptosis rescue, ATP luminescence, 24 h; 0 = TNF only, 100 = no-TNF cells;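 active = activation, meaning protection from cell death, of at least 50% relative to plate controls; inactive = activation below 50%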;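 note: necroptosis triggered by 40 ng/mL TNF-alpha added together with compound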
Hck Nef HTS: inhibitors of Nef-activated human Hck kinase, primary screen, biochemical, Z-Lyte FRET, 384-well, Hck-YEEI. Tyrosine-protein kinase HCK (Homo sapiens), P08631. Recombinant Hck-YEEI plus Nef, Z-Lyte FRET kinase assay. inhibition, % at 20 µM. 220,000 compounds, 0.68% hits;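 active = Hck-Nef kinase inhibition above about 50%, limit read from the data; inactive = inhibition below that limit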;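 note: 0% = DMSO with Hck plus Nef and 100% = Hck alone without Nef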
Target sequence (P08631 whole entry, looked up): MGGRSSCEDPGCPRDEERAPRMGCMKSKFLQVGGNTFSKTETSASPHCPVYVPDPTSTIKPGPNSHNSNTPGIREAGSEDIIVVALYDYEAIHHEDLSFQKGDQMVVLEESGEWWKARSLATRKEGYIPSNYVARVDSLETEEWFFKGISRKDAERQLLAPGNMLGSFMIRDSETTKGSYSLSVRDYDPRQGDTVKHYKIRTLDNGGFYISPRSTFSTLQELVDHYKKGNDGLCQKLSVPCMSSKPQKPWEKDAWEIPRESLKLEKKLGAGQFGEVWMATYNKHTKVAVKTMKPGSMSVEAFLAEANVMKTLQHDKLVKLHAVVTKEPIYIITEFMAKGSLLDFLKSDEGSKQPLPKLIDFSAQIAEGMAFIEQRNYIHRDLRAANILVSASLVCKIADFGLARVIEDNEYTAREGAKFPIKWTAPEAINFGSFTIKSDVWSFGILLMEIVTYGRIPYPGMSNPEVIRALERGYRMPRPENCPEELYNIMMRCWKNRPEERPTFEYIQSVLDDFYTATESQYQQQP
PERK inh: block of dimerizer-induced PERK translation repression, primary screen, PERK inhibitor project, CHO PERK-DD cells, SEAP luminescence, HTS. CHO PERK-DD fusion, SEAP luminescence translation reporter. inhibition, % at 5.6 µM. 220,000 compounds, 0.17% hits. Eukaryotic translation initiation factor 2-alpha kinase 3 (Homo sapiens), Q9NZJ5;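 active = inhibition above the mean inhibition of all tested compounds plus 3 SD, set separately per screening campaign, cut at about 2.9% in these data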;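 note: PERK kinase domain activated by AP20187 dimerizer at 100 nM; 0% = DMSO with dimerizer and 100% = rapamycin at 8.4 µM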
Runt-CBFb FRET: inhibitors of RUNX1 Runt–CBFb binding, primary screen, biochemical, FRET, Cerulean-Runt, Venus-CBFb, uHTS; Runt-related transcription factor 1 (Homo sapiens) + Core-binding factor subunit beta …; Cerulean-Runt/Venus-CBFb FRET ratio 530/480, 1 h; AID 1496, 2009; inhibition, % at 20 µM; 220,000 compounds, 0.46% hits;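 active = inhibition over about 50% at 20 µM in the single-dose screen, limit read from the data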;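 note: 0% = DMSO wells and 100% = excess unlabeled CBFb competitor control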
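Measured by: fluorescence energy transfer, 422 nm excitation, 530/480 nm emission; Assay system: Cerulean-Runt domain; Medium: Tris pH 7.5 buffer with BSA; Measure: loss of energy transfer signal; Controls: 5 µM unlabeled CBFb as full-inhibition high control; Incubation: protein complex preformed 1 h, compound exposure 1 h, room temperature, dark.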
EP2 modulator: EP2 receptor modulators, cAMP readout, primary screen, cell-based, HTRF cAMP, PGE2 stimulation. Prostaglandin E2 receptor EP2 subtype (Homo sapiens), P43116. EP2-expressing cells, cAMP HTRF FRET, PGE2 co-stimulation. induction, % at 25 µM. 260,000 compounds, 0.83% hits. AID 940, 2007;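 active = compounds whose cAMP rise, as percent of the full-agonist control response, exceeds 60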;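 note: rat C6 glioma line stably carrying human EP2 under a CMV promoter; the protocol text gives 20 µM as final concentration; 100% = response of wells given 1 µM PGE2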
RBBP9 inhibitor: human RBBP9 inhibitors, primary screen, biochemical, fluorescence polarization, FP-Rh probe, HTS; AID 1515, 2009; recombinant RBBP9; 220,000 compounds, 0.2% hits; inhibition, % at 7.94 µM;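 active = inhibition above the campaign mean of all tested compounds plus 3 SD, cut at about 14% in these data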;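 note: plate controls were DMSO wells with RBBP9 for no effect and wells lacking RBBP9 protein for full effect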
Target sequence (O75884 whole entry, looked up): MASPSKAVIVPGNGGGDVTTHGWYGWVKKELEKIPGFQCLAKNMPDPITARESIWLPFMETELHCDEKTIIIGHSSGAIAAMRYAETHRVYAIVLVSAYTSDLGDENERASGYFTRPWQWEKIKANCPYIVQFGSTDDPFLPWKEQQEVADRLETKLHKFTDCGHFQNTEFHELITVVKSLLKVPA
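Material: RBBP9 protein. Amount: RBBP9 at 2.5 µM in dispensed solution, before mixing. Schedule: 30 min then 45 min, 25 °C. Medium: Tris buffer pH 8.0, NaCl, Pluronic. Measured by: fluorescence polarization. Measure: percent inhibition from mP, scaled between DMSO and no-protein wells. Replication: one well per compound.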
zVAD death inh: inhibitors of zVAD-triggered necroptosis, primary screen, L929 cells | viability rescue, % at 10 µM | 220,000 compounds, 0.38% hits | L929 zVAD necroptosis rescue, ATP luminescence, 24 h; with zVAD 60 µM;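 active = activation, scaled between plate controls, above about 75%, limit read from the data; inactive = activation under that limit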;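 note: 0% = zVAD with DMSO and 100% = DMSO alone without zVAD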
Runt-SMMHC FRET: inhibitors of RUNX1 Runt–CBFb-SMMHC binding, primary screen, biochemical, FRET, Cerulean-Runt, Venus-CBFb-SMMHC, uHTS | Cerulean-Runt/Venus-CBFb-SMMHC FRET ratio 530/480, 1 h | inhibition, % at 20 µM | 220,000 compounds, 0.74% hits | AID 1434, 2008;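 active = mean inhibition across duplicate retests at 20 µM reaching about 50%, limit read from the data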;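 note: 0% = DMSO wells and 100% = wells with excess untagged CBFb-SMMHC; inhibitors lower the FRET ratio by blocking Runt binding to CBFb-SMMHC; some results filed as inactive read as strong as hits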
The depositor's hits bear a star; . = no result given. Some of the compounds tested (hit frequency here may not be typical).

SMILES | PGE2 EP2 inh | TNF death inh | Hck Nef HTS | PERK inh | Runt-CBFb FRET | EP2 modulator | RBBP9 inhibitor | zVAD death inh | Runt-SMMHC FRET
Cc1cc2cc(OCC(=O)O)ccc2n1C | 4 | -0.7 | -3 | 1.2 | -4 | 16 | -1 | -0.7 | -6
CC1CN(c2ccc([N+](=O)[O-])nc2)CC(C)O1 (stereo not given) | 6 | 1.9 | 25 | 0.7 | -1 | 16 | -2 | 2.8 | -4
Cc1cc(NC(=O)c2noc3c2CCc2ccccc2-3)n(-c2ccccc2)n1 | 11 | 2.3 | 1 | 0.1 | -2 | 8 | -7 | 2.5 | -4
CCOc1ccc(N(C(=O)C2CCCO2)C2C=CS(=O)(=O)C2)cc1 (stereo not given) | 4 | 1.5 | 15 | 0.3 | 0 | 21 | -2 | 1.9 | -2
CCOC(=O)C1CCCN(C(=O)CCNS(=O)(=O)c2ccc3c(c2)CCC(=O)N3)C1 (stereo not given) | 9 | -0.4 | 2 | 1.4 | -2 | 14 | -6 | 1.3 | 2
Cc1nnc(SCC(=O)NN2C(=O)NC3(CCCCC3)C2=O)s1 | 8 | 1.1 | 0 | 1.0 | 0 | 12 | -8 | 0.9 | -2
CCOC(=O)C1(Cc2ccccc2)CCCN(Cc2ccc(OCCO)cc2)C1 (stereo not given) | 5 | -0.3 | -9 | -0.9 | -1 | -23 | -2 | -0.6 | 2
CCOC(=O)C1=C(CN2CC(C)CC(C)C2)NC(=O)NC1c1ccc2c(c1)OCO2 (stereo not given) | 16 | 0.5 | 24 | 0.1 | -1 | 3 | -8 | -0.3 | 2
N#Cc1ccc(CSc2nnc(NC(=O)c3ccc4ncsc4c3)s2)cc1 | 6 | -0.6 | 68* | 0.4 | -6 | 10 | 8 | 0.2 | -49
C=CCn1c(SCc2nc3sc(C(=O)O)c(C)c3c(=O)[nH]2)nnc1-c1ccccc1 | 8 | 0.6 | -10 | 0.2 | -8 | -14 | 0 | 0.2 | -32
COc1ccc(CCNC(=O)c2nnn(CC(=O)Nc3cccc(F)c3)c2N)cc1OC | 4 | -1.1 | 16 | -0.3 | 0 | -22 | -9 | 4.8 | 1
CS(=O)(=O)N(CC(=O)N1CCN(C(c2ccccc2)c2ccccc2)CC1)C1CCCCC1 | 3 | -1.8 | 4 | -1.1 | -3 | 29 | -7 | 0.5 | -1
COCCN(C(=O)CSc1nnc(-c2cccc(C)c2)n1C)c1c(N)n(Cc2ccccc2)c(=O)[nH]c1=O | 2 | 1.0 | 20 | 0.9 | 1 | 23 | -11 | 3.6 | 3
COc1ccc(NC(=S)N(CCN(C)C)C(C)c2ccncc2)cc1Cl (stereo not given) | 2 | 1.2 | 19 | 0.5 | 1 | 1 | 7 | 0.3 | -2
COC(=O)Cc1[nH]nc2c1C1(C(=O)N(Cc3ccccc3)c3ccccc31)C(C#N)=C(N)O2 (stereo not given) | 14 | -1.5 | 0 | 0.1 | -1 | 12 | -5 | -0.2 | -3
CC(C)c1ccc(NC(=O)C(=O)c2cn(CC(=O)N3CCCCC3)c3ccccc23)cc1 | 2 | 2.2 | 2 | 1.1 | 0 | 17 | -6 | 0.6 | 2
Cc1cc(NC(=O)COC(=O)c2cccc(S(=O)(=O)N(C)C3CCCCC3)c2)no1 | -1 | 0.4 | -5 | -0.9 | -1 | -3 | -8 | -0.8 | 2
Clc1ccc(C[n+]2cc(-c3ccc(Cl)cc3)n3c2CCC3)cc1 | 11 | 1.6 | 4 | -0.2 | 0 | -14 | -2 | 0.8 | 5
COc1cccc(C(CC(=O)NCCN2CCOCC2)NS(=O)(=O)c2ccc(C)cc2)c1OC (stereo not given) | 7 | 1.1 | 5 | 1.6 | 1 | 5 | 0 | -0.3 | 3
O=C(CS(=O)(=O)c1c[nH]c2ccccc12)NC1CCCCC1 | 9 | 1.6 | 16 | -0.1 | -1 | 12 | -1 | 1.2 | 0
Cc1ccc(OCCNC(=O)c2cccc(Oc3ccc(C(F)(F)F)cc3[N+](=O)[O-])c2)cc1 | 10 | 0.9 | 3 | 1.4 | -6 | 18 | -9 | -0.6 | -1
Cc1cc(C(=O)N/N=C/c2ccc(-c3cccc(Cl)c3Cl)o2)n[nH]1 | 2 | 13 | 3 | 0.4 | -2 | -31 | -2 | 9.3 | -16
CCOC(=O)C1=NN(C(=O)Nc2cccc(C(F)(F)F)c2)C2C(=O)N(c3cccc(C(F)(F)F)c3)C(=O)C12 (stereo not given) | 19 | -2.4 | -1 | 1.0 | -4 | 20 | -3 | 0.8 | 1
O=C(/C=C/c1ccco1)NC(=S)Nc1ccccc1N1CCCC1 | 2 | 0.0 | 21 | 0.6 | 25 | 6 | -1 | 0.4 | 36
COc1ccc(C(=O)CCNc2cccc(Cl)c2)cc1 | 11 | 0.8 | 1 | 0.8 | -1 | 9 | -4 | -0.6 | -3
COc1cccc(/C(O)=C2/C(=O)C(=O)N(CCN(C)C)C2c2ccccn2)c1 (stereo not given) | 6 | 0.5 | 0 | 1.7 | -1 | 24 | -6 | 0.1 | -2
C=CCNC(=S)N/N=C/c1ccc(-c2ccc(OC)cc2)o1 | 4 | -3.1 | 17 | -0.4 | 18 | -21 | -1 | -0.6 | 2
C#CC[N+](C)(C)CCCCCCCCC | 5 | -2.9 | 1 | 0.9 | -3 | 1 | 6 | 0.5 | -7
O=C(Nc1ccc(F)cc1)/C(=C1/CCCCCN1)[N+](=O)[O-] | 18 | 1.9 | 3 | 1.3 | -1 | 2 | -2 | 0.0 | 2
CC(C)(C)NC(=O)NC(=O)COC(=O)c1cc[n+]([O-])cc1 | 0 | 0.2 | 8 | 0.0 | 2 | 20 | -10 | -0.2 | 0
O=[N+]([O-])c1cc(S(=O)(=O)Nc2ccccc2)ccc1NCc1ccccc1 | 3 | 3.0 | 3 | 0.2 | -2 | 4 | -3 | 0.4 | 1
CC(C)=CCc1c(O)c(CC=C(C)C)c2c(c1O)C(=O)CC(c1ccc(O)cc1)O2 (stereo not given) | 9 | 3.0 | 15 | 0.7 | 0 | 39 | -17 | 0.7 | -5
CCOC(=O)c1c(NC(=O)C2c3ccccc3Oc3ccccc32)sc(C(N)=O)c1C | . | -6.6 | 3 | 0.2 | -6 | -18 | 2 | -0.6 | -7
COc1cccc(-c2cc(C(=O)Nc3cccc(O)c3)no2)c1 | 13 | -6.5 | 1 | 1.4 | -4 | -27 | -10 | 1.0 | 19
O=C(CNc1ccccc1)N/N=C/c1cc([N+](=O)[O-])ccc1N1CCCC1 | 20 | -3.9 | 3 | 1.7 | -6 | -28 | 5 | -0.1 | -28
COc1ccc(-c2cc(-c3cccnc3)c(C#N)c(N)n2)cc1 | 21 | 2.3 | 27 | -0.3 | 0 | 7 | -4 | 0.3 | 1

As a working copy, 3 of the compounds above.
SMILES | PGE2 EP2 inh | TNF death inh | Hck Nef HTS | PERK inh | Runt-CBFb FRET | EP2 modulator | RBBP9 inhibitor | zVAD death inh | Runt-SMMHC FRET
CC(C)(C)NC(=O)NC(=O)COC(=O)c1cc[n+]([O-])cc1 | 0 | 0.2 | 8 | 0.0 | 2 | 20 | -10 | -0.2 | 0
O=[N+]([O-])c1cc(S(=O)(=O)Nc2ccccc2)ccc1NCc1ccccc1 | 3 | 3.0 | 3 | 0.2 | -2 | 4 | -3 | 0.4 | 1
CC(C)=CCc1c(O)c(CC=C(C)C)c2c(c1O)C(=O)CC(c1ccc(O)cc1)O2 (stereo not given) | 9 | 3.0 | 15 | 0.7 | 0 | 39 | -17 | 0.7 | -5

Other entries.
SMILES | PGE2 EP2 inh | TNF death inh | Hck Nef HTS | PERK inh | Runt-CBFb FRET | EP2 modulator | RBBP9 inhibitor | zVAD death inh | Runt-SMMHC FRET
COc1cc2c(cc1OC)C(=O)CCS2 | 9 | -7.0 | 12 | 1.4 | 2 | -33 | 5 | 1.1 | 1
CC(OC(=O)c1ccc2ncsc2c1)C(=O)Nc1ncc(Cl)cc1Cl (stereo not given) | 7 | 0.7 | 5 | 0.0 | -2 | 4 | -11 | . | -2
Cc1noc(C(F)(F)F)c1C(=O)NNC(=O)c1cccc(C(F)(F)F)c1 | 7 | 4.9 | 0 | 0.5 | 3 | 20 | 0 | 0.9 | -3
Cc1ccc(NC(=O)CC2Oc3ccccc3NC2=O)c(C)c1 (stereo not given) | 18 | -0.9 | 1 | 1.0 | 0 | -10 | -10 | 1.1 | 13
O=C(O)CCCNC(=O)CC1S/C(=N/N=C/c2ccccc2O)NC1=O (stereo not given) | 6 | -0.1 | 27 | 0.8 | -1 | 6 | -6 | 0.7 | 0
O=Cc1c(N2CCCCC2)nc2ccccn2c1=O | 3 | -0.2 | 20 | 1.1 | 1 | 13 | 4 | 1.0 | -4
CCCn1c2ccccc2c2nnc(SCC(=O)Nc3c(C)n(C)n(-c4ccccc4)c3=O)nc21 | 12 | 1.6 | 5 | 0.6 | 2 | 25 | -9 | 0.0 | 1
C=CCNc1nc2c3ccccc3n(C(C)=O)c2s1 | 13 | -4.6 | 3 | -0.7 | 7 | -24 | -6 | 0.8 | 6
COCCN1C(=O)N[C@@H](c2cccs2)C(C(=O)OC)=C1C | 7 | 3.2 | -5 | -0.2 | 0 | 4 | -8 | 1.7 | 2
CC(=O)O[C@@H]1[C@H](OC(=O)CC(C)C)c2c(ccc3ccc(=O)oc23)OC1(C)C | 3 | -0.6 | 1 | -0.4 | -1 | 19 | -8 | 0.3 | 2
Cc1ccc2sc(NC(=O)CN3C(=O)CCC3=O)nc2c1C | 12 | 1.9 | -5 | 1.6 | 2 | 2 | -4 | 2.4 | -1
COc1ccc(/C(N)=N/OC(=O)N2CCOCC2)cc1 | 4 | -1.4 | 19 | -0.1 | -1 | -3 | -10 | -0.9 | 2
O=C1c2ccccc2-c2ccc(C(=O)N3CCOCC3)cc21 | 8 | 0.5 | 0 | 0.8 | 3 | 12 | -8 | 0.0 | -4
COc1ccc(-c2nnc(SCC(=O)Nc3sc4c(c3C#N)CCC4)n2CC2CCCO2)cc1 (stereo not given) | 6 | 2.4 | 2 | -0.6 | -8 | 35 | -6 | 1.8 | -3
Cc1c(Cl)cnc(NC(=O)COC(=O)c2cccc(S(=O)(=O)N3CCc4ccccc4C3)c2)c1Cl | 7 | 1.2 | 0 | 1.0 | -1 | 1 | 3 | 0.5 | -5
